# mcGAS lum: cyclic GMP-AMP synthase inhibitors, mouse, primary biochemical chemiluminescence; inhibition, % at 12.5 µM; recombinant cGAS, Kinase-Glo ATP depletion luminescence; Q8C6L5; 160,000 compounds, 0.15% hits;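 further: 0% = negative control wells and 100% = reference inhibitor with no enzyme activity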
# hcGAS lum: Primary biochemical luminescence assay for human cyclic GMP-AMP synthase inhibitors | Q8N884 | recombinant h-cGAS, ATP depletion, Kinase-Glo luminescence | inhibition, % at 12.5 µM | 290,000 compounds, 0.081% hits | AID 1259398, 2018;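 further: 0% = vehicle reaction and 100% = reaction without DNA for no activity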
# Target sequence (Q8N884 whole entry, looked up): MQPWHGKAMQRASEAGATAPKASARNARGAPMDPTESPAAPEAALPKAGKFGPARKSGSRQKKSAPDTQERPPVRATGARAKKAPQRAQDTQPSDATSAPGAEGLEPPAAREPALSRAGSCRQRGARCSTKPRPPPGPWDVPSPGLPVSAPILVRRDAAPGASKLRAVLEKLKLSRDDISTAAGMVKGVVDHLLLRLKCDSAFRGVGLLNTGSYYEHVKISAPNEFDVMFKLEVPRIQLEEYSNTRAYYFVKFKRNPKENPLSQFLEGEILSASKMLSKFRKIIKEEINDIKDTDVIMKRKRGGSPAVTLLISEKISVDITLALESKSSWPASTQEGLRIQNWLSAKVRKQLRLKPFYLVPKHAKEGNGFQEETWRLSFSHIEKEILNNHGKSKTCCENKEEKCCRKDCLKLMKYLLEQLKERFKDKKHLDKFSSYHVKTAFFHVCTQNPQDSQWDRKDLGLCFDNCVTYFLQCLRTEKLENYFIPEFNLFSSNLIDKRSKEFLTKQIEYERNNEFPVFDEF
# NPYLR7 ag: agonists of mosquito NPYLR7 receptor, primary screen, cell-based, Aedes aegypti, calcium fluorescence, mosquito biting behavior. Aedes aegypti neuropeptide Y-like receptor 7 (NPYLR7). activation, % at 10 µM. HEK293T NPYLR7/Galpha15, GCaMP6s calcium fluorescence. 270,000 compounds, 0.15% hits. AID 1259423, 2018; in the data active means activation above about 40%;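 further: 0% = vehicle and 100% = reference agonist at the receptor; some compounds past the cut are filed as inactive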
# * hit, by the source's call; / = not tested or not shown; & = joins results of further samples. Unless noted, no stated cut-off is given here; in the data, active means inhibition above about 40%; inactive means the rest.
SMILES,mcGAS lum,hcGAS lum,NPYLR7 ag
COc1ccc(NC(=O)CSc2nnc(NC(C)C)s2)cc1OC,0,4,-2
O=C1CCC2C(=O)N(CC(=O)N3CCCCC3)C(=O)C2C1 (stereo unspecified),-3,0,-5
CN(C(=O)Cc1csc2nc(-c3ccc(Cl)cc3)cn12)C1CCCCC1,-7,-5,4
Cc1ccc(OCC2c3ccsc3CCN2C(=O)CNC(C)(C)C)c(C)c1 (stereo unspecified),/,4,-6
CCC(=O)Nc1cc(Cl)ccc1C(=O)N(C)Cc1nccn1CC,/,-10,18
O=C(Nn1cnc2c(cnn2-c2ccccc2)c1=O)c1cc(=O)c2ccccc2o1,/,6,29
COc1ccccc1CSc1nnc(-c2ccccc2Cl)n1-c1ccccc1F,-9,-7,/
CN1CCN(c2nc3ccccc3nc2NS(=O)(=O)c2ccc3c(c2)OCCO3)CC1,/,-8,2
CSCC(=O)N1C[C@@H](CN2CCCC2)C[C@H](CO)C1,-1,8,/
O=C(O)c1csc(CSc2nnc(-c3ccncc3)n2-c2ccccc2Cl)n1,-5,-8,-6
COc1ccc(C(=O)N2CCC3(CC2)OCC(C(=O)O)N3C(=O)c2cccc(C)c2)cc1OC (stereo unspecified),-5,-4,12
Cc1ccc(C)c(Cn2ccnc2CNC2CCCCC2)c1,-4,-2,1
Cc1cccc(C2=NOC(C)C(=O)N2)c1 (stereo unspecified),/,-2,10
O=C(Nc1cccc(-n2cccn2)c1)C1CCCN(Cc2cccc3c2OCO3)C1 (stereo unspecified),/,-5&-3,5
Cc1oc(-c2ccc([N+](=O)[O-])c(Cl)c2)cc1C(=O)N1CCOCC1,-5,-5,-3
CCCOC1CCCN(C(=O)c2cccc(Cl)c2)C1 (stereo unspecified),/,0,-3
Cn1ncc(SCc2ccccc2)c(Br)c1=O,/,-6,9
Cc1cc(CNC(=O)CC2(Cc3ccccc3)C(=O)N(C)c3ccccc32)n[nH]1 (stereo unspecified),-16,-6,8
COc1ccc(NC(=O)c2cccc(CN3CCCC3C)c2)cc1OC (stereo unspecified),-17,-6,10
CCOC(=O)c1cc2c(=O)n3cccc(C)c3nc2n(CC(C)C)c1=NC(C)=O,-4,-3,1
O=C(Nc1cccc(-c2ccn[nH]2)c1)C1CCN(Cc2ccc(C3CCCCO3)o2)CC1 (stereo unspecified),-7,-2,/
CS(=O)(=O)N1CCN(C(=O)CCc2csc(NC(=O)c3ccc[nH]c3=O)n2)CC1,-13,-5,-13
CCOC(=O)c1cnc(-c2cccnc2)nc1NCCc1cccs1,-5,-2,2
Cc1ccc(-n2ncc3c(=O)n(NC(=O)c4cccs4)cnc32)cc1C,/,-5,5
CCCCCNc1nc(CC)c2c(c1C#N)CC(C)(C)OC2,/,-7,2
COc1ccc2c(c1)CCN2C(=S)NC1CC1,-14,-6,-1
O=C(c1ccccn1)N1CCC(NS(=O)(=O)c2ccc(Br)cc2)C1 (stereo unspecified),/,-8,2
CC(C)C(NC(=O)Cn1nnc(-c2ccc(F)cc2)n1)c1cccs1 (stereo unspecified),/,-4,10
CCN(C)c1c(C)nc2c(OCc3ccc(Cl)cc3)cccn12,-3,-4,9
COc1ccc(N2CCN(S(=O)(=O)c3ccc(Cl)cc3)CC2)cc1,-7,-4,-4
O=C(CCC1CCN(C(=O)c2sccc2Cl)CC1)NCC1CCCO1 (stereo unspecified),/,-3,9
O=C(Cc1cc(-c2ccc(F)cc2F)on1)NC1=NCCS1,-3,-3,2
CCC(C)NC(=O)CCOc1ccc(F)cc1 (stereo unspecified),/,-4,7
O=C(COc1ccc(Cl)cc1)Nc1cccc(C2SCC(=O)N2c2ccc3c(c2)OCO3)c1 (stereo unspecified),-4,-2,0
Cc1cc(C)n(CCCN(C)C(=O)c2csc(C)n2)n1,-3,0,-2
COC(=O)c1cc(Br)ccc1S(=O)(=O)Nc1ccc(OC)c(S(N)(=O)=O)c1,/,-6,5
C=CCn1c(O)c(N=NC(=O)c2ccc(C)nc2)c2ccccc21,-6,-1,14
Cc1ccc2c(NC(=O)C(c3ccccc3)c3ccccc3)noc2n1,-9,-4,-1
NS(=O)(=O)c1ccc(NS(=O)(=O)c2ccc(OC(F)(F)F)cc2)cc1,/,4,1
COc1ccc(S(=O)(=O)N2CCC(CO)(Cc3ccccc3C(F)(F)F)CC2)cc1,/,-2,3

# A second format for some results above.
COc1ccc(C(=O)N2CCC3(CC2)OCC(C(=O)O)N3C(=O)c2cccc(C)c2)cc1OC (stereo unspecified)
  mcGAS lum: -5 | hcGAS lum: -4 | NPYLR7 ag: 12
Cc1ccc(C)c(Cn2ccnc2CNC2CCCCC2)c1
  mcGAS lum: -4 | hcGAS lum: -2 | NPYLR7 ag: 1
Cc1cccc(C2=NOC(C)C(=O)N2)c1 (stereo unspecified)
  mcGAS lum: / | hcGAS lum: -2 | NPYLR7 ag: 10
O=C(Nc1cccc(-n2cccn2)c1)C1CCCN(Cc2cccc3c2OCO3)C1 (stereo unspecified)
  mcGAS lum: / | hcGAS lum: -5&-3 | NPYLR7 ag: 5

# The list goes on.
SMILES,mcGAS lum,hcGAS lum,NPYLR7 ag
COc1ccccc1/C=C1/C(=O)NC(=O)N(Cc2ccccc2)C1=O,-7,9,2
CCCN1CCCN(c2nc(OC)nc(N3CCCCCC3)n2)CC1,/,-11,3
Cc1c(C(=O)N(C)Cc2ccccc2O)oc2c1C(=O)CCC2,-7,-14,0
CCC(=O)C1CCCN(C(=O)c2cccc(OC3CCN(S(C)(=O)=O)CC3)c2)C1 (stereo unspecified),/,-3,8
COc1ccc(C(=O)Nc2ccc(-c3c(C4CC4)nn(-c4ccc(F)cc4)c3OC(C)=O)cc2)cc1,3,0,2
Cc1ccc2oc(-c3ccc(NC(=O)c4ccc(Cl)c(Cl)c4)cc3)nc2c1,-6,-1,2
COc1cc(C2NC(=O)N(C)C(C)=C2C(=O)OCc2ccccc2)cc(Cl)c1O (stereo unspecified),/,2,7
CC(C)N1C(=O)C2(SCCN2C(=O)c2ccc(Cl)cc2)c2ccccc21 (stereo unspecified),-4,-4,19
O=C(NCCNC(=O)C1CCN(C(=O)c2ccco2)CC1)c1ccccc1,-8,-7,15
O=C1C(=Cc2c(F)cccc2Cl)SC(=S)N1C1CCS(=O)(=O)C1 (stereo unspecified),/,-2,-2
Cn1cnn(CN2CCOCC2)c1=S,0,3,-1
CCC(C(=O)Nc1ccc(C2SCC(=O)N2c2ccc(OC)cc2OC)cc1)c1ccccc1 (stereo unspecified),-9,-9,-2
Cc1ccc(-c2cncnc2)c(-n2nc(C)cc2C)c1,/,-3,2
Cc1ccc(CN(C)Cc2c(C(=O)N3CCN(C4CCCCC4)CC3)nc3ccccn23)o1,/,1,10
CN1CC2(CCCN(C(=O)CCc3csc(N)n3)CC2)OC1=O (stereo unspecified),-14,2,2
CCOC(=O)C1=C(O)/C(=C\c2cccc(O)c2)SC1=Nc1ccccc1F,-5,-3,-8
Cc1cc(=O)oc2cc3oc(=O)cc(C)c3cc12,-5,-2,13
O=C(c1cc(C(F)(F)F)cc(C(F)(F)F)c1)N1CCC(c2nc(-c3ccc4c(c3)OCO4)no2)CC1,-6,-2,16
CSCC[C@H](N)C(=O)Nc1cccc(C(=O)Nc2c(C)cccc2C)c1,/,-7,1
C[C@@H](NC(=O)C1=C[C@@H](Oc2ccc(C#N)cc2Br)[C@H](O)[C@H](O)C1)C(N)=O,-8,-8,-6
COc1cn(CC(=O)NCc2ccccc2)c(CSc2nccc(C)n2)cc1=O,-2,-1,-1
C=Cc1ccc(Cn2c(C)c(C(=O)NCc3ccc4c(c3)OCCO4)sc2=O)cc1,/,-9,14
CN(C)S(=O)(=O)c1ccc(C(=O)OCc2ccc(Cl)cc2Cl)cc1,/,-7,4
Cc1ccc(C2SCCN2C(=O)Nc2c(C)cccc2C)c(C)c1 (stereo unspecified),-7,-6,-3
Cc1ccc(OCC(=O)Nc2cc(C)nn2-c2nc3c(cnn3-c3ccc(C)cc3)c(=O)[nH]2)cc1,-7,-9,/
Cc1cc2c(=O)n(Cc3ccco3)c(SCC(=O)Nc3ccc4c(c3)OCO4)nc2s1,-2,-4,-8
COc1ccc2c([N+](=O)[O-])c(Nc3ccc(F)cc3)[nH]c2c1,/,5,1
Cc1cnc(N2CCCC(OCc3cccnc3)C2)nc1N(C)C (stereo unspecified),-17,-2,7
Cc1ccccc1CNC(=O)Cc1csc(N2CCCC2=O)n1,/,-4,1
CN(Cc1ccccc1)C(=O)NCc1ccc(-c2nc3ccccc3s2)o1,/,-5,7

# Next part; the last six above are carried over.
SMILES,mcGAS lum,hcGAS lum,NPYLR7 ag
Cc1ccc(OCC(=O)Nc2cc(C)nn2-c2nc3c(cnn3-c3ccc(C)cc3)c(=O)[nH]2)cc1,-7,-9,/
Cc1cc2c(=O)n(Cc3ccco3)c(SCC(=O)Nc3ccc4c(c3)OCO4)nc2s1,-2,-4,-8
COc1ccc2c([N+](=O)[O-])c(Nc3ccc(F)cc3)[nH]c2c1,/,5,1
Cc1cnc(N2CCCC(OCc3cccnc3)C2)nc1N(C)C (stereo unspecified),-17,-2,7
Cc1ccccc1CNC(=O)Cc1csc(N2CCCC2=O)n1,/,-4,1
CN(Cc1ccccc1)C(=O)NCc1ccc(-c2nc3ccccc3s2)o1,/,-5,7
N#CCCN(CCC#N)Cn1nc(-c2ccccc2F)oc1=S,/,5,0
O=C(NCC(F)(F)F)C1CCCN1C(=O)NCc1ccc2c(c1)OCCO2 (stereo unspecified),-15,-6,12
CCCOc1ccc(NCC(=O)Nc2ccc(C)cc2C)cc1,/,-6,0
CC(=O)C(Sc1ccc([N+](=O)[O-])cc1)=C(C)O,0,0,3
CN(C)S(=O)(=O)NC1CC(=O)N(Cc2ccccc2C(F)(F)F)C1 (stereo unspecified),/,4,1
CN(Cc1ccccn1)C(=O)c1ccsc1NC(=O)c1ccco1,/,-4,7
Cc1cc2cc(CCNC(=O)c3ccc4ccccc4c3)c(=O)[nH]c2cc1C,-6,-6,1
NN1C(=O)/C(=C\c2ccc(O)cc2)SC1=S,-6,-8,19
CO[C@@H]1CC[C@H]2C[C@@H]1[C@@H](Oc1ccccn1)CN2C(=O)Cc1cccs1,-8,-1,29
O=C(CC1C=CS(=O)(=O)C1)NC(c1ccccc1)c1ccccc1 (stereo unspecified),/,9,0
CCc1cc(N2CCN(c3ccccc3Cl)CC2)nc(SCc2ccc(C(=O)NCCc3ccccn3)cc2)n1,-7,-5,3
COc1ccc(C(=O)N(CC(=O)N(CCc2ccccc2)Cc2ccc(C)o2)Cc2ccco2)cc1,-9,-12,/
CCNC(=O)OC1CCN(C(=O)c2ccno2)CC(=O)N(C)c2ccccc21 (stereo unspecified),-7,-8,7
COCc1nc2cc(NC(=O)Cc3ccccc3)cc(C(=O)N(C)CC3CCCCO3)c2n1C (stereo unspecified),-9,-1,0
O=S(=O)(N1CCOCC1)N(CCc1ccccc1)C1CCCC1,/,-11,0
Nc1nc(CNC(=O)c2ccc3cccc(F)c3n2)cs1,1,4,1
C/C=C\Cn1c(C(=O)NCCc2ccccc2)cc2ccsc21,-5,-1,14
Nc1nc(N2CCOCC2)cc(N2CCN(CCc3ccccc3)CC2)n1,-1,-3,0
CCOc1ccccc1N1CCN(S(=O)(=O)c2cc(OC)c(Br)cc2OC)CC1,/,-3,3
OC1COC2C[C@@H](Nc3ccccn3)O[C@H]12 (stereo partly specified),/,-8,1
CCCNC(=O)C(C)Nc1cc(Cl)c(OC)cc1OC (stereo unspecified),/,-13,6
CCCCCCCC(=O)N1CCSC1c1cccnc1 (stereo unspecified),-5,-1,4
Cc1cc(C)n(-c2n[nH]c(=S)n2N=Cc2ccc(Br)cc2)n1,/,-3,7
CCCCCCNS(=O)(=O)c1ccc(Br)s1,/,-3,-3
COc1ccc(NC(=O)C2(S(=O)(=O)c3cc(C)ccc3C)CCCC2)c(OC)c1,/,-7,3
O=C(c1cn(CCNc2ncccn2)nn1)N1CCSCC1,-15,-3,2
O=S(=O)(c1cccc(Cl)c1F)N1CCN(C(c2ccc(F)cc2)c2ccc(F)cc2)CC1,-5,-7,24
CC(C)NC(=O)c1cc(C2CCCCN2S(=O)(=O)c2ccc(C#N)cc2)on1 (stereo unspecified),-7,-7,3
O=c1[nH]c2ccccc2c(=O)n1CCCN1CCN(c2ccccc2)CC1,/,0,-11
CCOC(=O)c1sc2cccc(F)c2c1CSc1nncn1C,/,-11,15
COc1cccc(-c2ccc(NC(=O)C3CCCN(Cc4cccc(C)n4)C3)cc2)c1 (stereo unspecified),-13,-6,7
CC1CN(S(=O)(=O)N2CCN(Cc3ccc(C(F)(F)F)cc3)CC2)CC(C)O1 (stereo unspecified),/,-6,-1

# Rows were taken by chance; 0.29% or so of the library scored in one or more.
